# PDI inh – inhibitors of human PDI, primary screen, biochemical, turbidity, single point, plate reader; inhibition, % at 10 µM; PDI insulin aggregation turbidity, A650, 90 min; 350,000 compounds, 0.052% hits;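 active means mean inhibition across replicates of 30% or more, whatever share of single replicates reach that level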;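 further: absorbance from insulin aggregation driven by PDI reduction with DTT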
# Target sequence (P07237 whole entry, looked up): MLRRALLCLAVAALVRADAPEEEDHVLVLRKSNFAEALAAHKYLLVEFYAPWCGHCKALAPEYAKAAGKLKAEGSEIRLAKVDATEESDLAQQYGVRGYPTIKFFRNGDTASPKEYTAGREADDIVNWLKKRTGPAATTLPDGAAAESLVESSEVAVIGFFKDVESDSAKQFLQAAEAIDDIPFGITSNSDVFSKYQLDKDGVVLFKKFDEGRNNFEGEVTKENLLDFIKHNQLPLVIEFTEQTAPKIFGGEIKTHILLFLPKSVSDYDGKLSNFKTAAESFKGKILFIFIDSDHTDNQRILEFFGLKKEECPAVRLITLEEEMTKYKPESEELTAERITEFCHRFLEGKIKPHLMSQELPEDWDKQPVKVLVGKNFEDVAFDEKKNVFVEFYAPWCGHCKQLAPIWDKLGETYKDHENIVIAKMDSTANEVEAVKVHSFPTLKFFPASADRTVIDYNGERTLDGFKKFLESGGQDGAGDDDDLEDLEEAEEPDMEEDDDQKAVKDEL
# HIF-2a inh – HIF-2a reporter inhibitors, primary screen, luminescence, 786-0 RCC cells | 786-0 RCC cells HIF-2a reporter, luciferase luminescence, overnight | 360,000 compounds, 0.72% hits | inhibition, % at 18.8 µM | AID 624352, 2012;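 active means inhibition of the luminescence signal of 40% or more relative to plate controls, in a single-dose primary screen at 18.75 µM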
# NR2E3 ag-1 – NR2E3 agonists in two-hybrid cells, primary screen, cell-based, luminescence, CHO-S, Gal4-NCOR/VP16-NR2E3. luciferase. AID 602229, 2012. inhibition of corepressor binding, % at 3.98 µM. 360,000 compounds, 0.35% hits. Photoreceptor-specific nuclear receptor (Homo sapiens), Q9Y5X4;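 active means inhibition above the mean of all tested compounds plus 3 SD, cut at about 70% in these data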;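 further: 0% = DMSO with NR2E3 transfected cells and 100% = cells lacking NR2E3 construct; higher means lower luciferase signal from less NR2E3 corepressor binding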
# iPSC survival up – enhancers of single-cell hiPSC survival, primary screen, ATPlite luminescence | 360,000 compounds, 0.044% hits | survival enhancement, % at 20 µM | 100% = ROCK inhibitor wells, 0% = DMSO; in the data active means survival enhancement above about 18%;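 further: cells exposed to compounds for 16 hours before the ATP read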
# NR2E3 ag-2 – inhibitors of NR2E3-RetCOR corepressor binding, primary screen, NR2E3 agonist project, biochemical, TR-FRET, GST-NR2E3, biotin-RetCOR | Photoreceptor-specific nuclear receptor (Homo sapiens), Q9Y5X4 | 1536-well | inhibition of corepressor binding, % at 4.78 µM | 320,000 compounds, 0.12% hits | AID 2300, 2010;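 active means percent inhibition above the cutoff of mean plus 3 SD of all tested compounds, set per screening campaign, cut at about 20% in these data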;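 further: 0% = DMSO wells and 100% = biotin wells as full block of FRET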
#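 System: GST-tagged NR2E3 plus biotinylated RetCOR corepressor; Buffer or medium: pH 7.5 Tris-based buffer; Probe or stimulus: RetCOR corepressor, biotinylated, 7 nM; Doses: compound at 4.8 µM, single dose; Schedule: 5 h incubation at 4 °C; Technique: time-resolved FRET; Evaluation: percent inhibition of TR-FRET ratio; Replication: one well per compound, singlicate testing.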
# Shn3 3UTR inh – reduction of Shn3 3'UTR firefly luciferase signal, primary screen, Schnurri-3 inhibitor project, cell-based, Clone20 osteoblasts, set 2. Clone20 osteoblast Shn3 3'UTR firefly luciferase, 24 h. inhibition, % at 12.5 µM. 360,000 compounds, 0.52% hits. AID 588674, 2011;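 active means mean inhibition of at least 75% with every replicate also reaching 75%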;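 further: 0% = median of neutral control wells and 100% = pilot-screen positive control compound; some compounds past the cut are filed as inactive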
# HTR2A ag – mouse Htr2a agonists via beta-arrestin recruitment, primary screen, cell-based, luminescence | 5-hydroxytryptamine receptor 2A (Mus musculus), P35363 | activation, % at 7.6 µM | 360,000 compounds, 0.66% hits | CHO-K1 mHTR2A beta-arrestin complementation; percent of 30 µM serotonin response | AID 624169, 2012;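 active means activation above a run cutoff, the mean activation of all tested compounds plus 3 SD, cut at about 14% in these data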;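 further: 0% = plate median of compound wells and 100% = 30 µM serotonin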
# Target sequence (P35363 whole entry, looked up): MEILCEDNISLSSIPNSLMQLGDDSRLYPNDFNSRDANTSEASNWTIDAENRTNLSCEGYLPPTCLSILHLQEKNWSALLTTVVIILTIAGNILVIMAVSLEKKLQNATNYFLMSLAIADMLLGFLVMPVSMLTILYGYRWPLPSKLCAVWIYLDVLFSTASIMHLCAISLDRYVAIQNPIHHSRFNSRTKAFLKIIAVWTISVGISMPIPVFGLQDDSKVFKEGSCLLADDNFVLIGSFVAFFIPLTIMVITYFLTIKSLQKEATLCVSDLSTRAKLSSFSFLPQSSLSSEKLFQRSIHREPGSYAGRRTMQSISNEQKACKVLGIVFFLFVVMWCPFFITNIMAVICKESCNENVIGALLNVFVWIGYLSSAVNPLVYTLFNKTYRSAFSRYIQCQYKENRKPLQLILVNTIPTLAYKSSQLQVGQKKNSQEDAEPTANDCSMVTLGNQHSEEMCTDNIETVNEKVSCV
# Peg3 promoter – Peg3 promoter-driven luciferase inhibitors, primary screen, cell-based, HeLa, luciferase luminescence; AID 588405, 2011; HeLa PEG-Prom luciferase reporter, overnight; inhibition, % at 20 µM; 360,000 compounds, 1.7% hits;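 active means inhibition of at least 50% at 20 µM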
# H9c2 protect – cardioprotection against H2O2-induced cell death, primary screen, uHTS, H9c2 cells, ATPLite luminescence. H9c2 cardiomyocytes, H2O2 injury protection, 2 h. protection from H2O2 cell death, % at 20 µM. 360,000 compounds, 0.63% hits;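 active means compounds giving at least 50% protection of heart cells from peroxide-induced death in the single-dose screen, raw or plate-pattern-corrected value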;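 further: 0% = DMSO wells with peroxide and 100% = DMSO wells without peroxide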
# CaV13 ICDI inh – Disruptors of the CACNA1D IQ motif to Ca2+-dependent inactivation inhibitor domain association, primary screening, Förster resonance energy transfer in intact living …; 340,000 compounds, 0.098% hits; inhibition, % at 12.3 µM; HEK cells, CFP/YFP FRET ICDI-IQ, plate reader, 10 min; percent FRET-ratio fall versus neutral wells;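 active means mean replicate inhibition of at least 30% and at least 1% of replicates passing that level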;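 further: 0% = median of the neutral control wells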
# TRPM1 prom inh – inhibitors of MITF-dependent TRPM1 promoter reporter, primary screen, cell-based, SK-MEL-5, single point, luciferase | inhibition, % at 12.5 µM | 330,000 compounds, 0.83% hits | SK-MEL-5 TRPM1 promoter luciferase, 24 h;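 active means mean inhibition across replicates of 60% or more, whatever share of single replicates reaches that level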; further: values of inactives mirror those of a sister screen read the other way
# The depositor's hits bear a star; / = no result given.
# Values run as follows: PDI inh	HIF-2a inh	NR2E3 ag-1	iPSC survival up	NR2E3 ag-2	Shn3 3UTR inh	HTR2A ag	Peg3 promoter	H9c2 protect	CaV13 ICDI inh	TRPM1 prom inh
> COc1ccc(C2CC(=O)Oc3c(C(CCN4CCCC(C)C4)c4ccc(N(C)C)cc4)c(OC)cc(OC)c32)cc1 (stereo not given)
→ 2	4	14	-2.8	5	-2	-9	-27	-14	-9	0
> CCN(C(=O)CSc1nccn1C)c1cccc2ccccc12
→ -11	5	-30	-0.4	-4	10	4	10	-3	-1	11
> C[C@]12c3[nH]c4ccc(Cl)cc4c3CCN1C(=O)[C@@H](CC(=O)NCc1cccc(C(F)(F)F)c1)C[C@@H]2C(=O)N1CCOCC1
→ 20	-11	-1	0.7	/	38	-1	33	11	-6	33
> Cc1[nH]c2ccccc2c1/C=N/NC(=O)CNC(=O)c1ccco1
→ -3	12	18	-0.8	-1	-2	3	8	4	-20	16
> Cc1ccc(-c2cnc(NC(=O)CCC(=O)N3CCCCC3)n2C)cc1
→ 1	-1	14	-0.7	1	-3	-7	-1	-3	-5	-7
> Cc1nn(CC(=O)N2CCN(c3cccc(C(F)(F)F)c3)CC2)c(=O)c2cccn12
→ 3	4	-2	-0.3	-1	-6	2	-15	-6	-2	-12
> Cc1c(NC(=O)c2n[nH]c(=O)c3ccccc23)c(=O)n(-c2ccccc2)n1C
→ 0	12	-8	4.9	2	-1	2	8	24	-4	4
> CCN(CC)c1ccc(/C=N/NC(=O)c2ccoc2C)cc1
→ 4	-186	-115	-0.6	-1	/	-5	-112	-10	-18	-16
> CN(C(=O)COC(=O)c1cc(S(=O)(=O)N(C)C)ccc1Cl)C1CCS(=O)(=O)C1 (stereo not given)
→ -3	8	-3	0.4	1	-53	-3	13	9	-6	2
> O=C(Cc1cccs1)N/N=C/c1ccc(OCc2ccccc2)cc1
→ -1	-24	-31	2.1	-2	-3	0	-36	-27	-3	-4
> CC(NC(=O)c1cc(F)c(F)cc1Cl)C1CC2CCC1C2 (stereo not given)
→ 17	1	-10	0.0	0	-7	0	6	-3	-2	-11
> O=C(CO)N/N=C/c1ccccc1F
→ -1	5	-11	3.1	0	5	13	-41	-2	-8	-5
> COc1cc(CO)ccc1OCC(=O)Nc1cccc2ccccc12
→ 7	-8	17	-0.2	3	-12	6	-12	10	-6	-4
> O=C(c1ccc2ccccc2n1)N1CCN(c2ccccc2O)CC1
→ 1	-15	-29	-0.2	2	-5	3	19	6	-2	-2
> O=C(c1ccco1)N1CCN(c2c(-c3ccccc3)c3cc(Cl)ccc3[nH]c2=O)CC1
→ -8	12	-19	-1.9	1	18	52*	13	-20	-5	19
> CC(C)CC(=O)NC(=S)Nc1ccc(CN2CCOCC2)cc1
→ -3	-2	-3	-0.6	2	10	-4	-3	16	-4	-10
> CCCCOC(=O)c1ccc(NC(=O)COC(=O)C2CSC3(C)CCC(=O)N23)cc1 (stereo not given)
→ 4	-120	-27	0.1	-2	-42	-8	-89	-2	-2	-40
> COc1ccc(N2CCN(C(=O)COC(=O)c3oc4ccc(OC)cc4c3C)CC2)cc1
→ -13	2	37	-0.6	2	8	1	0	-5	-6	6
> CC(C)NC(=O)C1(C)CCN1C(=O)c1cccc(F)c1 (stereo not given)
→ -9	3	0	-1.3	/	-10	-1	7	2	-7	/
> CSc1cccc(NC(=O)Cn2cccc2)c1
→ -1	-6	-21	0.9	7	-11	-3	-12	-4	-11	-26
> O=C(N/C(=C/c1cccc(Br)c1)C(=O)N1CCCCC1)c1ccco1
→ -7	15	14	0.4	/	-23	5	18	8	5	/
> O=C(N/N=C/c1cccnc1)c1cc(-c2ccccc2OCc2ccccc2)n[nH]1
→ 9	33	2	0.4	0	/	-7	46	39	8	10
> Cc1sc2ncn(CC(=O)NCc3ccco3)c(=O)c2c1-c1ccccc1
→ -7	16	9	-0.7	-2	-1	-2	-3	1	-3	1
> COCCOC(=O)C1=C(C)OC(N)=C(C#N)C1c1ccco1 (stereo not given)
→ 17	6	3	3.9	0	3	-2	9	8	-3	6
> NC(=O)c1coc(-c2ccccc2)n1
→ -2	17	-11	-0.3	1	-3	1	-2	-5	0	5
> COc1cccc(N(CC(=O)NC2CCCCCC2)S(=O)(=O)c2ccccc2)c1
→ 17	15	-24	-0.3	-5	-3	3	7	-1	/	4
> COc1ccc(NC(C)=O)cc1CNC(=O)COc1c(C)c(C)cc(C)c1C
→ 3	17	5	-1.2	3	22	-4	21	-4	-5	18
> O=Cc1ccccc1OCc1nnsc1Cl
→ 3	11	3	-1.4	3	5	-1	17	5	-5	8
> Fc1ccc(Oc2cc(N3CCOCC3)nc(-c3ccccc3)n2)c(F)c1
→ 7	23	-10	0.7	0	0	1	-2	-15	/	2
> Cc1cc(C)cc(OCC(=O)Nc2nc(-c3ccccn3)cs2)c1
→ -5	9	-22	-0.1	/	5	1	20	41	-6	12
> CCNC(=S)N(Cc1ccc(OC)cc1)C1CC(=O)N(c2ccc(OCC)cc2)C1=O (stereo not given)
→ 13	23	-3	-0.5	2	7	-6	17	-2	-2	8
> O=C(NCCc1ccccc1)c1coc(=O)c(Br)c1
→ 0	9	28	-0.1	/	-9	0	107*	3	-4	-4
> CCCCOC(=O)Nc1ccc(C(C)C)cc1
→ -4	-239	-68	-0.6	-2	-50	3	-314	-18	/	-73
> CC(NC(=O)c1cc2c(=O)n(C)c3ccccc3c2n1C)c1ccc2c(c1)OCCO2 (stereo not given)
→ /	-3	-20	4.5	-4	-52	-3	46	72*	-2	/
> CCCn1nnc(NC(=O)c2ccc3ccccc3c2)n1
→ -3	-302	5	-0.5	5	-9	-3	-276	-4	-6	-119
> CCOC(=O)c1cnc2c(N=Nc3ccccc3)c(N)nn2c1N
→ 1	-154	-93	-3.3	4	-111	0	-204	-5	-4	-32
> COc1ccc(CNC(=O)COC(=O)C2(C)CC2(Cl)Cl)cc1 (stereo not given)
→ -13	6	-2	-0.2	/	1	-2	20	-1	-3	7
> Cc1cccc(NC(=O)CCN2CCC(C)CC2)c1
→ 0	-27	-45	1.1	1	-69	-3	-57	4	-4	-4
> O=C1NC(c2ccccc2)=C(c2ccc3ccccc3n2)C(c2ccccc2)N1 (stereo not given)
→ 9	20	1	0.6	3	9	1	26	-5	-3	5
> O=C(Oc1nsnc1N1CCCCC1)N1CCOCC1
→ 0	12	-6	-0.4	2	/	1	5	-1	/	-7

# Taken from above:
# HIF-2a inh, Cc1nn(CC(=O)N2CCN(c3cccc(C(F)(F)F)c3)CC2)c(=O)c2cccn12 stands at 4
# Peg3 promoter, COc1ccc(CNC(=O)COC(=O)C2(C)CC2(Cl)Cl)cc1 (stereo not given) stands at 20

# Following part.
# Values run as follows: PDI inh	HIF-2a inh	NR2E3 ag-1	iPSC survival up	NR2E3 ag-2	Shn3 3UTR inh	HTR2A ag	Peg3 promoter	H9c2 protect	CaV13 ICDI inh	TRPM1 prom inh
> Cc1noc(C)c1CSc1nc2ccccc2n1C
→ -1	-16	2	-1.2	1	-1	3	-20	13	-4	-11
> CCCCNC(=O)c1cc2cccc([N+](=O)[O-])c2[nH]1
→ 2	-36	-34	0.4	-4	-14	-8	-21	-7	-20	10
> COc1cc(/C=C/C(=O)Nc2ccncc2)cc(OC)c1OC
→ -3	3	-12	-2.4	0	2	4	-6	9	-5	-15
> Cc1cc(C)n(C(=O)CSc2ccc(Cl)cc2)n1
→ 8	12	2	-3.2	0	2	4	11	1	-3	-15
> Cc1cccc(Nc2nc(N)nc(CN3CCN(Cc4ccc5c(c4)OCO5)CC3)n2)c1
→ -9	16	-3	1.3	-4	17	-2	0	9	-3	-3
> Cc1ccc(CNC(=O)C2CCC(=O)N2CCc2ccccc2)cc1 (stereo not given)
→ -7	17	-8	-1.1	3	-7	1	16	-2	-4	-3
> Cc1cc(OCC(=O)NCCCN2CCOCC2)c2c(C)cc(=O)oc2c1
→ -5	4	-27	-0.1	-1	-5	0	-1	-2	-5	-1
> COc1ccc(/C(O)=C2/C(=O)C(=O)N(CCCC(=O)O)C2c2ccc(OC)c(OC)c2)cc1 (stereo not given)
→ 9	12	-17	-2.8	1	-2	4	15	-3	-3	3
> Cc1nn(C2CCS(=O)(=O)C2)c(C)c1CN(C)C(=O)c1ccc(F)cc1 (stereo not given)
→ -1	9	6	-1.0	/	7	1	5	-12	-5	/
> CCCc1[nH]nc2c1C(CCc1ccccc1)C(C#N)=C(N)O2 (stereo not given)
→ -2	6	-34	-3.1	1	0	-6	12	-3	-4	0
> CN1CCN(c2ccccc2NC(=O)Cn2ncc3c([nH]c4ccccc43)c2=O)CC1
→ 4	20	1	-0.4	-3	9	-1	-3	4	-2	14
> Cn1cc(Cl)c(/C=C(\C#N)S(=O)(=O)c2ccccc2)n1
→ -13	19	4	2.3	3	1	4	-2	13	-18	16
> O=C(CSC1=NNC(c2ccccn2)S1)Nc1ccc(C(F)(F)F)cc1 (stereo not given)
→ 2	-22	-45	1.4	2	5	3	16	38	-8	38
> Cc1cc(C)c(C(=O)COC(=O)C2CCN(c3ccc(C(F)(F)F)cn3)CC2)cc1C
→ -7	-7	17	-0.3	0	18	7	6	-3	-17	8
> O=C(NCC1CC1)C1Cc2c(-c3ccc4c(c3)OCO4)ccnc2O1 (stereo not given)
→ 10	6	-19	0.8	/	-4	-3	16	10	-2	/
> CCS(=O)(=O)Nc1cc2c3c(c1)CCN3C(=O)CC2
→ -1	5	-6	-0.5	-1	-10	11	-13	9	-3	0
> O=C(CSc1ccc(-c2ccco2)nn1)Nc1cccc(F)c1
→ -2	-81	-9	-0.5	-6	44	0	-57	-12	-7	-17
> COc1ccc(C2(c3ccc(OC)cc3)NC(=O)N(CC(=O)NCC(F)(F)F)C2=O)cc1
→ -3	13	-9	0.1	2	6	5	-6	2	-4	-2
> O=C(NCCc1cn2ccsc2n1)C1CCCCC1
→ /	-1	-3	0.4	1	0	1	4	-1	-3	-3
> Cc1ccc(S(=O)(=O)Nc2c(O)ccc3ccccc23)cc1
→ 15	-74	-36	-0.6	-4	-46	4	-13	-12	/	/
> O=c1cc(-c2ccc(O)c(O)c2)oc2c(C3O[C@H](CO)[C@@H](O)[C@H](O)[C@H]3O)c(O)cc(O)c12 (stereo not given in full)
→ 4	15	-36	-1.6	1	-26	-2	-7	2	-12	9

# Compounds were not picked by outcome, and some 3.9% of all compounds hit somewhere here.
